# SKBR3 24h inh: SK-BR-3 proliferation inhibitors; SK-BR-3 viability, CellTiter-Glo ATP luminescence, 24 h; stronger effect = lower value; 0.47% of 41,000 active; AID 847; viability, % at 10 µM;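 active means viability at or below the median of all test compounds minus 3 SD, in both replicates if run twice, cut at about 45% in these data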;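 further: 100% = median untreated cell wells and 0% = median positive control drug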
# The depositor's hits bear a star. A portion of the library. The share of hits here may be higher or lower than overall.
cpd | compound | SKBR3 24h inh
1 | CC[C@]1(O)C[C@@H]2CN(CCc3c([nH]c4ccccc34)[C@@](C(=O)OC)(c3cc4c(cc3OC)N(C)[C@H]3[C@@](O)(C(=O)OC)[C@H](OC(C)=O)[C@]5(CC)C=CCN6CC[C@]43[C@@H]65)C2)C1 | 90
2 | CCCCOc1ccc(CC(=O)NO)cc1 | 98
3 | C[C@@H]1C[C@H]2[C@@H]3C[C@H](F)C4=CC(=O)C=C[C@]4(C)[C@@]3(F)[C@@H](O)C[C@]2(C)[C@@]1(O)C(=O)COC(=O)C(C)(C)C | 95
4 | CN(C)CCOc1ccccc1Cc1ccccc1 | 94
5 | CCn1cc(C(=O)O)c(=O)c2cc(F)c(N3CCNCC3)nc21 | 86
6 | CCCCC1C(=O)N(c2ccccc2)N(c2ccccc2)C1=O | 75
7 | Cc1cccc(C)c1NC(=O)C1CCCCN1C (configuration not stated) | 83
8 | Cn1c(=O)c2c(ncn2CCO)n(C)c1=O | 93

# 4 of these compounds in another layout:
1) CC[C@]1(O)C[C@@H]2CN(CCc3c([nH]c4ccccc34)[C@@](C(=O)OC)(c3cc4c(cc3OC)N(C)[C@H]3[C@@](O)(C(=O)OC)[C@H](OC(C)=O)[C@]5(CC)C=CCN6CC[C@]43[C@@H]65)C2)C1
  SKBR3 24h inh = 90

2) CCCCOc1ccc(CC(=O)NO)cc1
  SKBR3 24h inh = 98

3) C[C@@H]1C[C@H]2[C@@H]3C[C@H](F)C4=CC(=O)C=C[C@]4(C)[C@@]3(F)[C@@H](O)C[C@]2(C)[C@@]1(O)C(=O)COC(=O)C(C)(C)C
  SKBR3 24h inh = 95

4) CN(C)CCOc1ccccc1Cc1ccccc1
  SKBR3 24h inh = 94
